Screening data from PubChem BioAssay.
HIV RNase H inh = blocks HIV-1 RNase H cleavage of RNA/DNA duplex; actives 1.9% (n = 65,000); inhibition, % at 10 µM; P04585; RT-RNase H RNA/DNA duplex cleavage, fluorescence; in the data active = inhibition above about 50%
RmlCD inh mix = RmlC/RmlD inhibition, mixture screen | RmlC/RmlD coupled enzyme inhibition, 384-well mixture HTS | inhibition, % at 5.5 µM | actives 0.39% (n = 110,000); in the data active = inhibition above about 30%, passing the limit was not always enough; inconclusive = no clear call, values can overlap the other calls; also: strong numbers were not always called active
The depositor's hits bear a star; ? = inconclusive; · = not tested or not shown; & = joins results of further samples. Only part of the results is shown; rates above refer to the full screens.

SMILES	HIV RNase H inh	RmlCD inh mix
O=C(NC1CCCCC1)C(c1ccccn1)N(C(=O)Cc1cccs1)c1ccc(Cl)cc1 (centres undefined)	·	3
C=CCn1c(C(C)NC(=O)COC)nc2ccccc21 (centres undefined)	-7	-5
Cc1cccn2cc(CCNS(=O)(=O)c3ccc([N+](=O)[O-])cc3)nc12	·	-3
O=C(CSc1nc2ncccc2[nH]1)Nc1ccc2c(c1)OCCO2	-19	-11
Cc1ccccc1Cc1c(C)nc2c(C(=O)NCc3ccc4c(c3)OCO4)cnn2c1C	·	-15
Cc1ccc(C)c(CN2C(=O)C3CCCN3c3ccc(C#N)cc32)c1 (centres undefined)	·	-11
CCOC(=O)N1CCN(C(=O)c2noc(C(C)C)c2[N+](=O)[O-])CC1	·	8
CCOC(=O)Nc1c(O)ccc2oc(C)c(-c3ccccc3)c12	3	-8
COc1ccc(C(=O)/C=C/Nc2ccc([N+](=O)[O-])cc2C)c(OC)c1	·	34
Cc1ccc(-c2noc(C3CCN(C(=O)Nc4ccc(C#N)cc4)CC3)n2)o1	-4	-3
COc1ccc(C(=O)NN(c2ccccc2)c2ccccc2)cc1	·	-14
CCn1c(CCNC(=O)c2ccc(F)cc2)nc2ccccc21	·	-8
COc1ccc(C2(C(=O)NC3CCCCC3)CCOCC2)cc1OC	·	9
CSc1nnc(-c2cccc(C)c2)n1N	·	4
CCOC(=O)c1c(-c2ccccc2)oc2ccc(OC(=O)N(C)C)cc12	-10	-50
CCC(Sc1nc(C)cc(=O)[nH]1)C(=O)Nc1nc2c(s1)CCCC2 (centres undefined)	-37	5
CC(=O)Nc1sc2c(c1C#N)CCCC2	·	-33
CCN(CC)C(=O)C(=O)N/N=C/c1cccs1	·	-8
CC(C)(Sc1cc(C(C)(C)C)c(O)c(C(C)(C)C)c1)Sc1cc(C(C)(C)C)c(O)c(C(C)(C)C)c1	·	7
O=C1CC(Nc2ccccc2)C(=O)N1CCc1ccccc1 (centres undefined)	·	-7
C(=N\n1cnnc1)/c1ccccc1OCCOc1ccccc1	-26	-11
CSc1ccc(-c2nnn(Cc3ccc(Br)cc3)n2)cc1	·	3
CCOC(=O)C(C)(C)Sc1ncnc2nc[nH]c12	·	9
CCN(CC)CCCN(Cc1cc2cc(OC)c(OC)cc2[nH]c1=O)C(=O)Nc1ccccc1	·	9
CCOC(=O)C1CCCN(c2nc3ccccc3nc2C(C#N)C(=O)OC(C)C)C1 (centres undefined)	-5	·
CCOc1cc(N2C(=O)CC3CS(=O)(=O)CC32)c(OCC)cc1NC(=O)c1ccccc1 (centres undefined)	-2	-9
Clc1ccc(-c2nc(Cc3ccccc3Cl)no2)cc1	·	3
CCN1CCN(CC(O)COc2ccc(Cl)cc2)CC1 (centres undefined)	·	9
CC(=O)c1ccc(NC(=O)CSc2nnc(Cc3cccn3C)n2-c2ccc(F)cc2)cc1	-24	10
Cc1ccc(-c2[nH]nc3c2C(c2ccccc2OC(=O)N2CCOCC2)C(C#N)=C(N)O3)cc1 (centres undefined)	-3	·

Single values from the entries so far.
Value for CCOC(=O)C(C)(C)Sc1ncnc2nc[nH]c12 under RmlCD inh mix: 9
Value for Clc1ccc(-c2nc(Cc3ccccc3Cl)no2)cc1 under RmlCD inh mix: 3

The listing continues:
SMILES	HIV RNase H inh	RmlCD inh mix
Cc1cccc(N2CCN(C(=O)c3cnn4c(C(F)F)cc(-c5ccccc5)nc34)CC2)c1C	·	3
COC(=O)c1nc(N)sc1-c1ccc(OC)cc1	·	3
Cc1cc(C)n2nc(C(=O)Oc3ccc4c(c3)OCO4)nc2n1	-15	6
CCCNC(=O)c1onc(CSc2cccc(OC)c2)c1C(=O)NCCC	·	0
Cc1cccc(C)c1NC(=O)C(C)c1ccc(-c2ccccc2)c(F)c1 (centres undefined)	·	1
CC(C)CCNC(=O)CN(Cc1ccc2c(c1)OCO2)C(=O)Cn1nnc(-c2cccs2)n1	12	-9
c1ccc2c(c1)CCN(c1nc3cc4c(cc3s1)OCO4)C2	43	-5
O=C(CSc1ccccc1C(=O)O)NCc1ccco1	-2	-12
Cc1nn2c(-n3ccnc3C)c3c(nc2c1-c1ccccc1)CCC3	·	-11
CCOc1ccc(N2Nc3n[nH]c(N)c3N2)cc1	·	5
COCCCNC(=S)NNC(=S)Nc1ccc(F)cc1F	·	-13
CN1CCN(c2ccc(NC(=O)c3cccc(OCc4ccccc4)c3)cc2)CC1	-3	·
CCOC(=O)C1CCCN(c2ncnc3c2cnn3-c2cccc(C)c2)C1 (centres undefined)	0	2
O=C(CSc1nc(C2CCCCC2)n(-c2ccccc2)n1)NCCN1C(=O)CSC1=O	-9	-6
O=C(O)c1oc2ccccc2c1CN1CCN(c2ccccc2)CC1	-7	-4
CCOc1ccccc1-n1c(SCC(N)=O)nnc1-c1ccco1	-5	-8
CCOc1ccc(C(=O)Cc2cc(OC)c(OC)cc2[N+](=O)[O-])cc1	·	-8
NS(=O)(=O)c1ccc(Nc2nc(-c3ccccc3)cs2)cc1	·	-10
CNC(=O)c1ccccc1NC(=O)c1c(O)c2c([nH]c1=O)CCCC2	-2	2
C/C(Cl)=C\Cn1c(N2CCCC2)nc2c1c(=O)[nH]c(=O)n2C	-11	1
CCN(Cc1ccncc1)C(=O)c1cccs1	-2	4
O=c1oc2c(CN3CCCCC3)c(O)ccc2c2c1CCCC2	·	96*
Cc1ccc(C(=O)NNC(=S)Nc2cccc(Cl)c2Cl)cc1[N+](=O)[O-]	·	8
CCCCN1C(=O)NC(=O)C2(Cc3c(nc4ccccn4c3=O)N3CCc4ccccc4C32)C1=O (centres undefined)	2	-7
CCN1CCN(c2c(C(=O)c3ccc(OC)cc3)cnc3ccccc23)CC1	·	-9
Cc1ccc(C(=O)CCC(=O)CCC(=O)O)cc1	·	7
O=C(CN(C(=O)CNC(=O)c1cccs1)c1ccc2c(c1)OCCO2)NC1CCCC1	·	-17
CC(C)NC(=O)c1cc2c(s1)CCCC2	·	-1
S=c1[nH]ncn1/N=C/c1cccc(Oc2ccccc2)c1	·	5
CS(=O)(=O)Nc1ccccc1Oc1ccccc1	-6	5
CCOc1cc(C2C3=C(CCCC3=O)N(C)C3=C2C(=O)CCC3)cc(Cl)c1O	25	6
Cc1c(C(=O)Nc2ccc(-n3cnnn3)cc2)oc2ccccc12	14	-29
CCCCC1=CC2=C(c3ccco3)C(=O)C(C)(OC(=O)c3ccc(OC)cc3)C(=O)C2=CN1CCOC (centres undefined)	·	12
COc1ccc(-c2cc(C(F)(F)F)nc(-n3cc(Br)cn3)n2)cc1	·	-99
CC1CCN(CCCOc2ccc(OCc3ccccc3)cc2)CC1	·	5
COc1ccc(OC)c(Nc2cc3ccccc3c(=O)[nH]2)c1	·	15
COc1cc(CNC2CCCCCC2)cc(OC)c1	·	12
CC(Oc1ccc(F)cc1)C(=O)/C=C\N(C)C (centres undefined)	·	-3
CC(C)=CC(=O)NCc1c(Cl)cccc1-n1cccc1	·	-8
COc1ccc2cc3c(N)nn(C(=O)C4CCC(C(C)(C)C)CC4)c3nc2c1 (centres undefined)	·	-14
O=C(Nc1ccc(Br)cc1)c1nn(C23CC4CC(CC(C4)C2)C3)cc1Br	·	-11
O=C(NCC1CCCO1)NC1CCCCC1 (centres undefined)	·	-9
CCOC(=O)c1cnc2ccc(C(=O)OC)cc2c1Nc1ccc2c(c1)OCCO2	·	5
COc1ccc(-n2c(Cn3c(=O)sc4ccccc43)nnc2SCC(N)=O)cc1	1	-3
CCCCCCNC(=O)c1cccc(-c2ccc(C)c3ccccc23)n1	·	0
COc1ccc(CCn2nnnc2C(c2ccc(C)cc2)N2CCN(C)CC2)cc1OC (centres undefined)	-2	-10
Cc1ccc(C(=O)NC(=S)Nc2ccc(-c3cc4ccccc4oc3=O)cc2)c(C)c1	·	2
CC(C)n1nnnc1SCC(=O)NNC(=O)C1CCCCC1	·	-16
COc1ccc(CCNC(=O)Cn2cnc3c(cnn3-c3ccccc3Cl)c2=O)cc1OC	-11	-10
CCN=C1SC(CC(=O)NCCc2ccc(OC)cc2)C(=O)N1CC (centres undefined)	·	0
Cc1ccc(NS(=O)(=O)c2ccc(NC(=O)c3cccc(NC(=O)C(C)C)c3)cc2)cc1	·	9
CC(C)(O)C(=O)NN(C(=O)c1ccccc1)c1ccc2ccccc2c1	·	-12
Nc1cc(=O)[nH]c(SCc2ccc(Cl)cc2)n1	·	-16
Cc1cc(C)nc(SC2CCCCC2O)n1 (centres undefined)	-10	11
CCOC(=O)c1[nH]c2cc3c(cc2c1NC(=O)CN1CCC(C)CC1)OCO3	10	·
O=C(COC(=O)COc1ccccc1)Nc1ccccc1OC(F)F	-5	5
Clc1c(CSc2nc3ccccc3o2)nc2sccn12	-81	-7
Cc1ccc(OCCNC(=O)/C=C/c2ccc([N+](=O)[O-])cc2)cc1C	·	13
CSc1nc(Cc2ccc(Cl)cc2)nc2ccccc12	·	-15
CC(=O)Nc1sc2c(c1C#N)CCCCC2	-16	0
The list goes on.
SMILES	HIV RNase H inh	RmlCD inh mix
Cc1nc(NC(=O)COc2ccccc2)sc1C(=O)Nc1cccc(Cl)c1	·	-27
COc1cc(/C=N/NC(N)=O)cc(Br)c1OCc1ccc(C)cc1	·	11
COc1ccccc1Nc1nc(C)cs1	32	-10&-16
COc1ccc(OCc2nnc(SC(C)C(=O)Nc3nccs3)n2-c2ccccc2)cc1 (centres undefined)	-15	-10
Cc1ccc(-c2csc3ncnc(Nc4ccc(N5CCOCC5)cc4)c23)cc1	·	3
CCCc1nnc(NC(=O)C2CCCO2)s1 (centres undefined)	2	-13
O=C(/C=C/c1ccc(Cl)c([N+](=O)[O-])c1)Nc1cccnc1	·	-10
Cc1ccc(Nc2nc(N)nc(CSc3nccn3C)n2)cc1	-30	-11
N#CC1=C(N)N=C(SCc2cccc3ccccc23)C(C(N)=O)C12CCCCC2 (centres undefined)	·	8
O=C(CSCc1cccc(Br)c1)N=Nc1c(O)[nH]c2ccccc12	·	-12
COc1ccc(C(NC(=O)c2cccnc2)c2cc(Cl)c3cccnc3c2O)cc1OC (centres undefined)	·	-21
COc1ccc(C(=O)Nc2oc(-c3ccccc3)c(-c3ccccc3)c2C#N)cc1	·	-18
COc1cccc2c1nc(C)c1cc(C)oc12	-47	2
O=C(O)c1ccccc1C(=O)N1CCN(c2ccccc2)CC1	-2	3
CC(C)N(Cc1nc(-c2ccccc2)no1)C(=O)c1ccc(Cl)cc1	-3	-9

16 compounds already listed, sorted by molecular weight, lowest first:
SMILES	HIV RNase H inh	RmlCD inh mix
COc1ccccc1Nc1nc(C)cs1	32	-10&-16
CC(=O)Nc1sc2c(c1C#N)CCCCC2	-16	0
CCCc1nnc(NC(=O)C2CCCO2)s1 (centres undefined)	2	-13
CSc1nc(Cc2ccc(Cl)cc2)nc2ccccc12	·	-15
O=C(/C=C/c1ccc(Cl)c([N+](=O)[O-])c1)Nc1cccnc1	·	-10
O=C(O)c1ccccc1C(=O)N1CCN(c2ccccc2)CC1	-2	3
Clc1c(CSc2nc3ccccc3o2)nc2sccn12	-81	-7
Cc1ccc(Nc2nc(N)nc(CSc3nccn3C)n2)cc1	-30	-11
CC(C)N(Cc1nc(-c2ccccc2)no1)C(=O)c1ccc(Cl)cc1	-3	-9
COc1cc(/C=N/NC(N)=O)cc(Br)c1OCc1ccc(C)cc1	·	11
COc1ccc(C(=O)Nc2oc(-c3ccccc3)c(-c3ccccc3)c2C#N)cc1	·	-18
Cc1nc(NC(=O)COc2ccccc2)sc1C(=O)Nc1cccc(Cl)c1	·	-27
Cc1ccc(-c2csc3ncnc(Nc4ccc(N5CCOCC5)cc4)c23)cc1	·	3
O=C(CSCc1cccc(Br)c1)N=Nc1c(O)[nH]c2ccccc12	·	-12
N#CC1=C(N)N=C(SCc2cccc3ccccc23)C(C(N)=O)C12CCCCC2 (centres undefined)	·	8
COc1ccc(C(NC(=O)c2cccnc2)c2cc(Cl)c3cccnc3c2O)cc1OC (centres undefined)	·	-21

Later entries
SMILES	HIV RNase H inh	RmlCD inh mix
COC(=O)CSCC(=O)Nc1cc2c(cc1C(C)=O)OCO2	-2	29
Cc1cc(C)nc(SCc2csc(N)n2)n1	-93	6
O=C(CCCCCN1C(=O)c2ccccc2C1=O)Nc1ccc(F)cc1	·	9
NC(=O)C1=C[C@@H](c2csc3ccccc23)C[C@@H](OCc2ccc(CO)cc2)O1	·	20
Cc1ccccc1CSc1nc2n(n1)C(c1cccs1)C1=C(CCCC1=O)N2 (centres undefined)	-26	-7
COc1cc(C2/C(=C(/O)c3ccc(F)cc3)C(=O)C(=O)N2CCCC(=O)O)ccc1O (centres undefined)	4	-8
CCC(=O)Nc1cccc(-c2nc3ccccc3o2)c1	2	3
COCc1nnc(NC(=O)CC(C)C)s1	·	-11
NC(=O)C(CC(=O)O)NC(=O)[C@@H]1CCOc2c(I)cc([N+](=O)[O-])cc2C(=O)N[C@@H](CO)C(=O)N[C@@H](Cc2ccc(O)cc2)C(=O)N1 (some centres undefined)	·	-16
O=C(Cc1ccccc1)NC(=S)Nc1ccc2oc(-c3ccccc3F)nc2c1	·	?
CCCCCOC(=O)Nc1nnc(CCCCC)s1	·	7
Cc1ccc(S(=O)(=O)Cn2nnnc2C(C)N2CCN(C(=O)c3ccco3)CC2)cc1 (centres undefined)	2	12
Cc1ccc(Cn2nnc3c(=O)[nH]c(C4CCN(C(=O)Cc5cccs5)CC4)nc32)cc1	3	-1
COC(=O)C(NC(=O)c1ccco1)(Nc1ccc(Br)cn1)C(F)(F)F (centres undefined)	-2	-7
CC(=O)Oc1c(C)cc(O)c2ccccc12	-8	-13
CCOC(=O)c1ccc(NC(=O)C2=C(C)Nc3nc(CCCO)nn3C2c2ccc(OC)cc2)cc1 (centres undefined)	-9	-13
COc1ccc(C2=NOC(C(=O)Nc3cc(C)on3)C2)cc1 (centres undefined)	·	6
Cc1cccc(NC(=O)c2ccc(C3SCC(=O)N3CCc3ccccc3)cc2)c1C (centres undefined)	·	2
S=c1[nH]nc(COc2ccccc2)n1/N=C/C(Cl)=C/c1ccccc1	·	6
O=C(Nc1ccccc1Oc1ccccc1)c1cccc([N+](=O)[O-])c1	·	6
COC(=O)C(C(=O)Nc1cc(C)on1)C1CCCCCC1 (centres undefined)	-1	43
O=C(CNc1ccccc1)N/N=C/c1cc([N+](=O)[O-])ccc1N1CCCC1	·	15
O=C1CC2(CCCCC2)Oc2ccc(Cl)cc21	·	-17
